Source: PubChem (several laboratories)
GC-A act: GC-A stimulated cGMP production enhancers – HEK293 GC-A cells, cGMP TR-FRET, EC30 ANP, primary screen; Atrial natriuretic peptide receptor 1 (Homo sapiens), P16066; 0% at EC30 ANP, 100% saturating ANP; activation, % at 10 µM; AID 1671463, 2021; actives 0.14% (n = 370,000); in the data active = activation above about 40%
NR1D1 modulator: modulators of Rev-erb alpha DNA binding, primary screen, biochemical, FITC-DNA, fluorescence polarization, uHTS | actives 0.79% (n = 370,000) | AID 1259318, 2017 | Nuclear receptor subfamily 1 group D member 1 (Homo sapiens), P20393 | Rev-erbα–FITC-DNA binding, 90 min | activity, % at 10 µM;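 active = activity above about 14%, limit read from the data; passing the limit was not always enough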;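 also: 0% = DMSO wells with 35 nM protein and 100% = DMSO wells with 750 nM protein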
mABHD4 FP: ABHD4 inhibitors, primary screen, biochemical, fluorescence polarization, mouse; purified mABHD4, FP-Rh probe fluorescence polarization; inhibition, % at 8.92 µM; actives 0.54% (n = 370,000); AID 720543, 2013;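 active = inhibition exceeding the mean over every tested compound plus 3 SD, cut at about 30% in these data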;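 also: 0% = plate median of compound wells and 100% = S159A mutant with DMSO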
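Material: mouse ABHD4 enzyme, wild type; Benchmarks: S159A mutant high control, sample median low control; Buffer or medium: HEPES pH 7.0, NaCl, Pluronic buffer; Signal: fluorescence polarization; Read-out: percent inhibition of probe binding, normalized to plate controls; Timing: pre-incubation 45 min, probe exposure 60 min, at 25 °C; Dosing: 8.92 µM, single dose.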
NPR2 activator: human GC-B receptor activators, primary screen, HEK293 GC-B cells, cGMP TR-FRET, EC30 CNP; Atrial natriuretic peptide receptor 2 (Homo sapiens), P20594; 0% at EC30 CNP, 100% saturating CNP; activation, % at 10 µM; actives 0.11% (n = 370,000); AID 1920062, 2024;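 active = activation at 10 µM reaching about 35% in either raw or pattern-adjusted values, limit read from the data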
rCAG RNA binder: binders of r(CAG) RNA repeats, primary screen, biochemical, fluorescence; r(CAG) RNA repeat, TO-PRO-1 dye displacement fluorescence; inhibition, % at 3 µM; actives 1.3% (n = 370,000); AID 651821, 2012;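 active = inhibition above the plate cutoff, the mean of all test compounds on that plate plus 3 SD, cut at about 35% in these data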;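 also: 0% = DMSO alone and 100% = 100 µM mitoxantrone as full dye displacement; higher means more dye released from RNA so lower well fluorescence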
ASAP1 inh: inhibitors of human ASAP1 ArfGAP activity, primary screen, biochemical, fluorescence polarization; Arf-GAP with SH3 domain, ANK repeat and PH domain-containing protein 1 (Homo sapiens), …; ASAP1-stimulated ARF1 GTP hydrolysis, GDP FP detection; inhibition, % at 16.5 µM; actives 0.19% (n = 360,000); AID 624377, 2012; in the data active = inhibition above about 25%;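 also: 0% = vehicle with enzyme and substrate and 100% = no enzyme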
Target sequence (Q9ULH1 325-724 limits assumed): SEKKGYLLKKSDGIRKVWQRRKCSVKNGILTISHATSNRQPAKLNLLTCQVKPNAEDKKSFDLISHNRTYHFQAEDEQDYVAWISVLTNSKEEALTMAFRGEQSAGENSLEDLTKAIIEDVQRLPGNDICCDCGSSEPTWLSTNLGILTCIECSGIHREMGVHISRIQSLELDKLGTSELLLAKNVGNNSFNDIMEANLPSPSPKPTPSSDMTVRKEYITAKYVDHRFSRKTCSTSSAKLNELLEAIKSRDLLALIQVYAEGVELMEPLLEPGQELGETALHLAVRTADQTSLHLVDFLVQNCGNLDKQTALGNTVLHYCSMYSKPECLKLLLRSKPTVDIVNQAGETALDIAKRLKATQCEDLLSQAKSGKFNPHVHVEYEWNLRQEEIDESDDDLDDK
HTRA1 inhibitor: HTRA1 serine protease inhibitors, primary screen, biochemical, fluorescence polarization, HTS. actives 0.5% (n = 340,000). inhibition, % at 5.96 µM. AID 504803, 2011. recombinant HTRA1, FP-rhodamine activity-based probe; in the data active = inhibition above about 36%;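 also: 0% = enzyme with DMSO and 100% = wells lacking enzyme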
Target sequence (Q92743 whole entry, looked up): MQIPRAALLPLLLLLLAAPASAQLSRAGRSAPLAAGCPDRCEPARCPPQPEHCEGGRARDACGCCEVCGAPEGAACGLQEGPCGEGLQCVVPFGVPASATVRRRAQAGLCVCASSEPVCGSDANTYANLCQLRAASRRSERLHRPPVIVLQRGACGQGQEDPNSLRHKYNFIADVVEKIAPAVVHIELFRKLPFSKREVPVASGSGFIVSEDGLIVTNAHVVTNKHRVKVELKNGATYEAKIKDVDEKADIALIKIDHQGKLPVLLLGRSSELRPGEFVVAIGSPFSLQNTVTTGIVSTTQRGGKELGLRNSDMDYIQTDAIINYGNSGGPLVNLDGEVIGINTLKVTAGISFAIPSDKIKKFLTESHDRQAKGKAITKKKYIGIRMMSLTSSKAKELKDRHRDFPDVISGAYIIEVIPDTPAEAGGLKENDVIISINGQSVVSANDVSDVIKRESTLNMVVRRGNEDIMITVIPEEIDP
ARFGAP1 inh: inhibitors of rat ARFGAP1 GAP activity, primary screen, biochemical, fluorescence polarization, GDP tracer. ADP-ribosylation factor GTPase-activating protein 1 (Rattus norvegicus), Q62848. Arfgap1-stimulated ARF1 GTP hydrolysis, GDP FP detection. inhibition, % at 16.5 µM. actives 0.26% (n = 360,000). AID 651572, 2012;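 active = inhibition above a per-plate limit, mean inhibition of low control wells plus 3 SD, cut at about 25% in these data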;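 also: 0% = DMSO wells with enzyme and 100% = wells lacking Arfgap1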
Target sequence (Q62848 1-136 limits assumed): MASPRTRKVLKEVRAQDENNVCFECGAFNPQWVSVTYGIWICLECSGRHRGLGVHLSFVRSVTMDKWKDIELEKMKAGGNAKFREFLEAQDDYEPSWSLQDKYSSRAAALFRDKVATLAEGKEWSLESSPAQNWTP
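Material: rat Arfgap1 catalytic domain, aa 1-136; also added: human ARF1(Δ1-17)-GTP substrate; compound dosing: one concentration, 16.5 µM, DMSO 1.26%; incubation: GTP hydrolysis reaction 2 h at 25 °C; measured by: Tracer-displacement fluorescence polarization with EDTA stop, 620/688 nm; evaluation: % inhibition from polarization; repeats: one replicate per compound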
SMARCA2 act: SMARCA2 (BRM) function activators, primary screen, cell-based, luminescence, high throughput | MG213 cells, MMTV-luciferase reporter, dexamethasone, overnight | activation, % at 9.1 µM | actives 1% (n = 370,000); in the data active = activation above about 7.8%;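 also: 0% = vehicle wells and 100% = reference activator wells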
PG9 binder: binders of HIV-1 gp120 antibody PG9, primary screen, biochemical, TR-FRET; actives 0.43% (n = 360,000); HIV-1 gp120 / PG9 antibody interaction; inhibition, % at 6.7 µM; TR-FRET gp120-PG9 antibody binding; in the data active = inhibition above about 8.5%
* hit, by the source's call; nt = not tested or not shown; & = joins results of further samples.

SMILES | GC-A act | NR1D1 modulator | mABHD4 FP | NPR2 activator | rCAG RNA binder | ASAP1 inh | HTRA1 inhibitor | ARFGAP1 inh | SMARCA2 act | PG9 binder
Cc1ccc(-n2nnc3c(=O)n(CC(=O)NCc4ccccc4)cnc32)cc1 | -2 | -4 | -5 | -1 | 2 | -1 | 2 | 3 | -3 | 1.8
CCC(C)(C)n1nnnc1C(c1cccs1)N1CCN(c2nc3ccccc3s2)CC1 (configuration not stated) | -10 | 8 | 5 | -9 | -1 | -2 | -7 | 3 | -3 | 1.6
COc1ccc2c(=O)cc(-c3ccccc3)n(C)c2c1 | 1 | 3 | -4 | 3 | -4 | -18 | -8 | 3 | -3 | 1.2
O=C(Nc1ccccc1Cl)NC1(C(=O)NCc2cccnc2)CCCCC1 | 2 | 3 | -2 | 4 | -1 | -2 | -10 | -5 | -1 | -0.8
CCN1CCN(c2nc(Nc3cccc(OC)c3)nc(N)c2[N+](=O)[O-])CC1 | 5 | -7 | 2 | 1 | -2 | 0 | 2 | -1 | 0 | -0.2
COc1cccc2c1CCc1c-2nc2ccccc2c1C(=O)O | 0 | -6 | -1 | 3 | 1 | 1 | 7 | -2 | 11* | -0.2
Cc1cccnc1NC1CCCCC1 | 1 | 4 | -3 | -1 | -2 | -12 | 2 | 7 | -2 | -1.2
Cc1[nH]c2ccccc2c1C(=O)NS(=O)(=O)Nc1ccc(F)cc1 | 3 | 5 | -14 | -1 | -3 | 2 | -22 | 8 | 0 | -2.7
O/N=C1\CCCC\C1=C/c1ccccc1 | 1 | -1 | 0 | 3 | 0 | -8 | -2 | 3 | 1 | -1.6
COC(=O)[C@]1(C)N[C@H](CN(C)C(=O)c2ccc(C)cc2)[C@@H]2C(=O)N(Cc3ccccc3)C(=O)[C@@H]21 | 2 | -9 | 4 | -11 | 3 | 8 | 5 | -3 | -3 | 0.3
O=C(Nc1cccc(F)c1)c1cccc2c1C(=O)N(C1CCCCC1)C2 | -2 | 2 | -1 | 11 | -1 | 9 | 4 | -12 | -1 | 0.2
Cc1nn(CCC#N)c2nc(C(F)(F)F)[nH]c(=O)c12 | -1 | -2 | -3 | 5 | -2 | -6 | -2 | 3 | 0 | -0.4
COc1cccc(NC(=O)C(NCC2CCCCC2)c2ccccc2)c1 (configuration not stated) | -5 | 10 | 13 | -7 | 2 | -3 | -28 | -2 | 0 | -0.3
O=C(c1ccccc1)c1ccc(OCC(O)CN2CCCC2)cc1 (configuration not stated) | 4 | -2 | -1 | 2 | -2 | -11 | -4 | -1 | -5 | -1.2
Cc1cccc(NC(=O)COc2ccc(/C=C\c3[nH]c(=O)[nH]c(=O)c3[N+](=O)[O-])cc2)c1 | 1 | -5 | -68 | 0 | 87* | -8 | -22 | -26 | -3 | -1.7
Cc1cc2c(nc1C)CCCN2Cc1ccccn1 | -1 | -10 | 18 | 4 | 4 | -4 | nt | -12 | -8 | -0.7
COc1ccc(CCNC(=O)COC(=O)CSc2ccc(C(N)=O)cc2[N+](=O)[O-])cc1OC | -1 | 2 | 9 | -7 | 8 | -11 | -3 | 0 | -2 | 0.1
O=C(CN1CCN(c2ccccc2O)CC1)Nc1cccnc1Cl | -2 | 1 | -3 | 2 | -6 | -12 | 4 | 4 | 0 | -0.7
S=C(Nc1ccc2c(c1)OCO2)NC1CCN(Cc2ccccc2)CC1 | 2 | 3 | 1 | -1 | -3 | -10 | 0 | 6 | -3 | 1.4
Cc1ccc(N/C=C(\C#N)S(=O)(=O)c2ccccc2)cc1 | -8 | 0 | -4 | 0 | -2 | 16 | -13 | 0 | 1 | -0.9

Grouped by structure, the compounds so far with a Cl atom.
SMILES | GC-A act | NR1D1 modulator | mABHD4 FP | NPR2 activator | rCAG RNA binder | ASAP1 inh | HTRA1 inhibitor | ARFGAP1 inh | SMARCA2 act | PG9 binder
O=C(Nc1ccccc1Cl)NC1(C(=O)NCc2cccnc2)CCCCC1 | 2 | 3 | -2 | 4 | -1 | -2 | -10 | -5 | -1 | -0.8
O=C(CN1CCN(c2ccccc2O)CC1)Nc1cccnc1Cl | -2 | 1 | -3 | 2 | -6 | -12 | 4 | 4 | 0 | -0.7

A stretch from further up, for reference:
SMILES | GC-A act | NR1D1 modulator | mABHD4 FP | NPR2 activator | rCAG RNA binder | ASAP1 inh | HTRA1 inhibitor | ARFGAP1 inh | SMARCA2 act | PG9 binder
Cc1cc2c(nc1C)CCCN2Cc1ccccn1 | -1 | -10 | 18 | 4 | 4 | -4 | nt | -12 | -8 | -0.7
COc1ccc(CCNC(=O)COC(=O)CSc2ccc(C(N)=O)cc2[N+](=O)[O-])cc1OC | -1 | 2 | 9 | -7 | 8 | -11 | -3 | 0 | -2 | 0.1
O=C(CN1CCN(c2ccccc2O)CC1)Nc1cccnc1Cl | -2 | 1 | -3 | 2 | -6 | -12 | 4 | 4 | 0 | -0.7
S=C(Nc1ccc2c(c1)OCO2)NC1CCN(Cc2ccccc2)CC1 | 2 | 3 | 1 | -1 | -3 | -10 | 0 | 6 | -3 | 1.4
Cc1ccc(N/C=C(\C#N)S(=O)(=O)c2ccccc2)cc1 | -8 | 0 | -4 | 0 | -2 | 16 | -13 | 0 | 1 | -0.9

New compounds follow.
SMILES | GC-A act | NR1D1 modulator | mABHD4 FP | NPR2 activator | rCAG RNA binder | ASAP1 inh | HTRA1 inhibitor | ARFGAP1 inh | SMARCA2 act | PG9 binder
Cc1c(C(=O)N2CCCCC2)sc(NC(=O)C23CC4CC(CC(C4)C2)C3)c1C#N | -1 | 1 | -1 | -1 | 4 | 1 | 1 | -3 | 3 | 1.8
CC(=O)Oc1ccc(NC(=O)CSc2ccccc2)cc1 | 7 | 3 | -5 | 5 | -3 | -9 | 4 | -3 | 2 | -0.5
Cc1cccc(C)c1NC(=O)COC(=O)C1CC1 | 2 | 3 | 2 | -1 | 1 | 3 | 7 | 5 | 1 | 0.7
CCN1CCCC1CNC(=S)Nc1ccc(C(C)=O)cc1 (configuration not stated) | 1 | -2 | 0 | 2 | 3 | 0 | 4 | 6 | -1 | 1.3
O=C(O)c1ccc(S(=O)(=O)c2ccc([N+](=O)[O-])cc2[N+](=O)[O-])cc1 | 0 | -12 | 9 | 0 | 2 | -5 | 5 | 1 | -3 | 0.3
Cc1ccc(C(=O)NC(N(C)C)C(Cl)(Cl)Cl)cc1 (configuration not stated) | 1 | -1 | -2 | -2 | -2 | 3 | -2 | -11 | -5 | -1.6
CCS(=O)(=O)c1ccc2oc(SCC(=O)NCCc3ccc(F)cc3)nc2c1 | -3 | -3 | -9 | 0 | 6 | 12 | -1 | 3 | -5 | -0.5
O=[N+]([O-])c1ccc(/C=N/n2c(CO)nc3ccccc32)s1 | 1 | -17 | 4 | -2 | -1 | -1 | 5 | -2 | 3 | -1.3
O=C(COc1cccc(Cl)c1)Nc1ccccc1N1CCCCC1 | 5 | 7 | -16 | 2 | -1 | 4 | -7 | 8 | -2 | 2.5
O=c1c2sccc2[nH]c(=S)n1Cc1ccccc1 | 4 | 10 | 1 | -2 | 0 | 4 | 2 | 10 | -1 | 2.0
COc1ccc(C)cc1S(=O)(=O)N1CCN(S(=O)(=O)c2cc(C)ccc2OC)CC1 | -2 | 4 | -5 | 0 | -1 | -3 | -2 | -7 | -1 | -0.5
O=S(=O)(c1ccccc1)c1nc(-c2ccccc2F)oc1NCc1cccnc1 | 1 | -3 | -6 | -1 | -1 | -2 | -6 | -2 | -2 | -1.2
Cc1nc2nc(C)c(CCC(=O)NCCCN3CCN(c4cccc(Cl)c4)CC3)c(C)n2n1 | 3&1 | -5&3 | 9&5 | 0&6 | 2&-5 | 1&-10 | 5&5 | 1&1 | -3&-1 | 1.2&-0.9
O=C(NCc1cccnc1)c1ccc(-c2ccc(Cl)cc2)o1 | 1 | 0 | 0 | -1 | -1 | 4 | -18 | 13 | 1 | -1.7
O=C1C(Cl)=C(N2CCCCC2)C(=O)N1c1ccccc1Cl | 6 | 5 | 5 | 4 | -3 | -13 | -8 | -1 | -2 | -1.2
CC(=O)SCCC(=O)N1C(C)CCCC1C(=O)O (configuration not stated) | 2 | -10 | -3 | 1 | 4 | -3 | 5 | -1 | 2 | -1.7
CCCn1c(=O)c(C(=O)NCCc2ccccc2)c(O)c2ccccc21 | 2 | 1 | 0 | 11 | 0 | 6 | -6 | 2 | 1 | -1.4
O=C(c1cn(-c2ccccc2)nc1-c1cccs1)N(CCO)Cc1ccccc1 | -13 | 3 | -3 | -15 | 4 | 3 | -17 | 4 | 6 | -1.3
COc1ccc(-c2cc(C(=O)Nc3ccc(Br)cc3)no2)cc1 | 3 | 35* | -5 | 1 | -2 | 4 | 4 | -7 | -2 | -1.2
Cc1ccc(-n2nnnc2SCC(=O)N2CCNC2=O)cc1C | 10 | -4 | 1 | 5 | 3 | 0 | 6 | 7 | -1 | 4.1
COCC(=O)N1CCC(n2nnc3cc(F)ccc32)CC1 | 6 | 1 | -2 | 4 | 2 | -5 | 4 | 6 | -1 | -2.5
Cc1ccc(C(=O)O/N=C2\CCSc3ccc(C)cc32)cc1 | -5 | -3 | -2 | -5 | 1 | -3 | -8 | -4 | 3 | -0.3
CC(=O)c1ccc(OCc2cc(C(=O)N3CCN4CCCC4C3)no2)cc1 (configuration not stated) | 1 | 7 | 4 | -2 | -2 | -9 | 0 | -3 | -2 | -1.8
Cc1ccccc1C(=O)Nc1ccc2c(c1)OCCO2 | 2 | 3 | 6 | -3 | -1 | 8 | -5 | 4 | 4 | 0.3
O=[N+]([O-])c1cc(F)c(N2CCCCC2)cc1N1CCOCC1 | -1 | 14 | 0 | -10 | -4 | 3 | -6 | 7 | 4 | -0.5
O=C(N/N=C/c1ccc(OC(F)F)cc1)c1ccc(CSc2nc3ccccc3[nH]2)cc1 | -3 | -7 | -74 | 1 | 5 | -7 | -49 | 0 | 1 | -3.1
O=C(Nc1ccccc1)c1nc[nH]c1C(=O)NCCCNC(=O)c1[nH]cnc1C(=O)Nc1ccccc1 | -3 | -18 | -5 | -9 | 11 | -3 | -4 | -12 | -1 | 0.3
CC(C)(C)c1ccc(C(=O)O/N=C(\N)c2ccccc2)cc1 | 3 | 1 | -6 | 5 | -2 | -1 | -1 | -1 | -8 | -1.1
CCOC(=O)c1c(O)c(O)c(C(=O)OCC)n1-c1ccccc1 | 0 | -2 | 20 | 1 | 0 | 8 | -3 | 9 | -3 | 0.5
Cc1cc(NC(=O)COC(=O)c2ccccc2O)no1 | -4 | -3 | -4 | -3 | -1 | 7 | -6 | 8 | -2 | 1.9
COc1ccc(NC(=O)c2cc3c(-c4ccc(OC)c(OC)c4)nn(C)c3s2)cc1OC | 16 | 2 | 17 | 12 | 15 | 32* | 14 | 5 | 0 | 2.6
